# CAL PDZ FP-1 = blocks peptide binding to the human CAL PDZ domain. purified CAL PDZ, TMR-peptide fluorescence polarization, 1 h. Q9HD26. 300,000 tested, 0.92% active. AID 602252. inhibition, % at 24.9 µM;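 active = mean inhibition of at least 30% with at least half of replicates also reaching 30%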;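 note: 0% = DMSO neutral control and 100% = excess unlabeled competitor peptide PRC23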
# SR-BI DiI-HDL act = enhances SR-BI lipid uptake from DiI-HDL; AID 504775; CHO ldlA[mSR-BI] cells, DiI-HDL uptake fluorescence, 3 h; 100 = double the neutral-control signal; activation, % at 12.5 µM; 320,000 tested, 0.096% active;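 active = mean replicate activation of at least 60% and every replicate at or above 60%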;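 note: 0% = median plate neutral-control signal and 100% = twice that signal; values of inactives mirror those of a sister screen read the other way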
#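 Test system: SR-BI-overexpressing, LDLR-lacking CHO cells; Medium: Ham's F12 with 0.5% BSA, HEPES 25 mM, pH 7.4; Schedule: 3 h, 37 °C; Technique: bottom-read fluorescence, 550/595 nm.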
# Rtt109 Vps75 = C. albicans Rtt109 histone acetyltransferase inhibition; 330,000 tested, 0.16% active; Q5AAJ8; inhibition, % at 34.9 µM; purified Rtt109/Vps75, ThioGlo CoA-SH fluorescence, 4 h;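 active = inhibition of at least 50% in every replicate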
# Target sequence (Q5AAJ8 whole entry, looked up): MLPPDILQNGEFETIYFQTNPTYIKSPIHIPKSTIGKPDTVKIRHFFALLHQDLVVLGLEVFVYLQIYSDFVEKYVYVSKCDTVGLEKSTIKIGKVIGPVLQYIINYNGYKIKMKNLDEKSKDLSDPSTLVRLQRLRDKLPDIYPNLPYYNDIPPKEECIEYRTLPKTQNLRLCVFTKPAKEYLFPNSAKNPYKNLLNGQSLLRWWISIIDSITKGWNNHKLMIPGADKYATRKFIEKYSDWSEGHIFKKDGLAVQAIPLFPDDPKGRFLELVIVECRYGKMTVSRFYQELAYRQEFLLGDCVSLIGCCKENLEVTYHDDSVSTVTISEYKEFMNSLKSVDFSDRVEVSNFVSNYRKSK
# PfHsp90 set2 = growth inhibition of yeast expressing Plasmodium Hsp90. S. cerevisiae expressing PfHsp90, BacTiter-Glo ATP, 48 h; yeast lacking PDR1 and PDR3 efflux regulators. inhibition, % at 9.4 µM. 310,000 tested, 0.32% active;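 active = every replicate shows inhibition above about 80%, whatever the replicate mean, limit read from the data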;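 note: 0% = DMSO neutral controls and 100% = 20 µM radicicol positive controls; yeast relying on Plasmodium falciparum Hsp90 in place of its own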
# MITF act = activators of MITF-driven TRPM1 promoter activity in SK-MEL-5 cells; SK-MEL-5 TRPM1-promoter luciferase, 24 h; % of positive control, neutral wells = 0; activation, % at 12.5 µM; 300,000 tested, 0.75% active;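 active = mean activation of at least 80% with every replicate also reaching 80%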;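 note: 0% = neutral control wells and 100% = parthenolide positive control wells; values of inactives mirror those of a sister screen read the other way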
# CAL PDZ FP-2 = blocks peptide binding to human CAL PDZ domain. AID 504414. purified CAL PDZ, TMR-peptide fluorescence polarization, 1 h. 330,000 tested, 0.02% active. inhibition, % at 20 µM;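 active = highest replicate inhibition of at least 40%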;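 note: plate controls were DMSO neutral control wells for no effect and unlabeled competitor peptide control wells for full effect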
#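 Assay system – tagged CAL PDZ protein CerCALP, purified · Timing – 1 h at RT · Compound – single point, 20 µM · Measured by – fluorescence polarization from S- and P-plane intensities, G-factor corrected · Evaluation – inhibition from polarization loss · Probe or stimulus – TMR reporter peptide T*-PRC34 · Buffer or medium – pH 7.4 phosphate-saline buffer, reducing agent, detergent, IgG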
# SR-BI HDL uptake = inhibitors of mouse SR-BI mediated HDL lipid uptake; inhibition, % at 12.5 µM; 320,000 tested, 0.96% active; ldlA[mSR-BI] CHO cells, DiI-HDL uptake fluorescence, 3 h; AID 488896;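 active = mean replicate inhibition of at least 70% and a set share of replicates each scoring 70 or more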;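 note: 0% = median of neutral control wells and 100% = median of positive control wells; values of inactives mirror those of a sister screen read the other way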
# dFosB act = activators of mouse delta FosB homodimer | P13346 | purified delta FosB, TAMRA-CDK5 oligo fluorescence polarization; percent of positive-control signal above neutral wells | activation, % at 25 µM | 340,000 tested, 0.99% active | AID 493131;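 active = mean activation above about 17%, with every replicate also reaching it, limit read from the data, passing the limit was not always enough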;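 note: fluorescence polarization rise as delta FosB binds a TAMRA Cdk5 AP-1 oligo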
# Target sequence (P13346 whole entry, looked up): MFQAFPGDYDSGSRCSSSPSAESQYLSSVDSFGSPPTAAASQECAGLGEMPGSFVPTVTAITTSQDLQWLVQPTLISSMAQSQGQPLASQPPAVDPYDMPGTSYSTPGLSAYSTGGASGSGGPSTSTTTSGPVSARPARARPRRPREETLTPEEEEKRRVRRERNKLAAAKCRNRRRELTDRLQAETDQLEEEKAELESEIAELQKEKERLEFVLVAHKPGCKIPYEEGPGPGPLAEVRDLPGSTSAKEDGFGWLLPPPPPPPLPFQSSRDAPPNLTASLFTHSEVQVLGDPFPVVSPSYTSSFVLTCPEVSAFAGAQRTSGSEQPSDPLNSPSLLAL
# PvdQ acylase = P. aeruginosa PvdQ acylase inhibition. purified PvdQ acylase, fluorescence plate reader. inhibition, % at 10 µM. 340,000 tested, 0.063% active; in the data active = inhibition above about 30%, passing the limit was not always enough;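 note: 0% = vehicle neutral wells and 100% = reference inhibitor wells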
# NSD2 inh = inhibitors of human histone methyltransferase NSD2. AID 743445. 310,000 tested, 0.54% active. inhibition, % at 12.5 µM. NSD2 peptide methylation, AlphaScreen, 120 min. O96028; in the data active = inhibition above about 50%
# Starred values were filed as active, the others as inactive; i = inactive; . = no result given.
# Sample of the layout:
molecule	SR-BI HDL uptake	CAL PDZ FP-1	dFosB act	PfHsp90 set2	CAL PDZ FP-2	NSD2 inh	SR-BI DiI-HDL act	Rtt109 Vps75	MITF act	PvdQ acylase
Cc1ccc(-c2cc(C(=O)N3CCN(C(=O)c4ccco4)CC3)no2)cc1	-26	-5	-7	.	-2.9	1	26	-6	4	-7
Cc1ccccc1C(=O)Nc1ccc2c(C#N)c3nc4ccccc4nc3n2c1	57	4	-17	-13	0.4	.	-57	-6	10	-6

# All compounds of this part, repeating the preview:
molecule	SR-BI HDL uptake	CAL PDZ FP-1	dFosB act	PfHsp90 set2	CAL PDZ FP-2	NSD2 inh	SR-BI DiI-HDL act	Rtt109 Vps75	MITF act	PvdQ acylase
Cc1ccc(-c2cc(C(=O)N3CCN(C(=O)c4ccco4)CC3)no2)cc1	-26	-5	-7	.	-2.9	1	26	-6	4	-7
Cc1ccccc1C(=O)Nc1ccc2c(C#N)c3nc4ccccc4nc3n2c1	57	4	-17	-13	0.4	.	-57	-6	10	-6
CC(=O)CC1=NC(C)(C)Cc2ccccc21	-9	-5	-8	-3	-0.5	-1	9	14	-8	-11
Cc1ccc(CCNC(=O)C2CC(c3ccccc3C(F)(F)F)=NO2)cc1 (configuration not stated)	-9	-4	-14	-33	-1.5	.	9	-1	9	-7
O=C(N/N=C/c1ccccc1[N+](=O)[O-])C(=O)N1CCCC1	-18	.	0	-30	-0.1	-2	18	6	-2	-6
COC(=O)C1=C(C)N(c2ccc(Cl)cc2)/C(=C/c2cccs2)C1=O	12	-2	-6	1	-2.7	-2	-12	-18	14	1
COc1ccc2ccccc2c1/C=N/NC(=O)c1cccc(Br)c1	60	0	3	-5	-1.8	4	-60	5	-5	-13
Cc1ccc2cc(NC(=O)c3cccc(F)c3)ccc2n1	21	-2	-9	-11	-0.3	18	-21	1	.	-27
O=C(Nc1nc(-c2ccccc2)cs1)C1CCCCN1S(=O)(=O)c1ccccc1 (configuration not stated)	-6	-6	-4	27	-1.4	-2	6	1	-8	-4
O=C(NC(=S)Nc1ccc(S(=O)(=O)N2CCCCC2)cc1)c1cccs1	23	-1	3	-25	-0.4	-2	-23	0	-13	5
Cc1cccc(CN2CCCC(C(=O)N3CCc4ccccc4C3)C2)c1 (configuration not stated)	-10	-2	-4	-8	-2.1	26	10	3	.	8
CCN(CC)CCN1C(=O)c2oc3ccccc3c(=O)c2C1c1ccc(C)cc1 (configuration not stated)	-24	-3	0	17	-0.8	8	24	4	-18	1
COc1cccc(N2CCN(C(=O)CNC(=O)c3sc4ccccc4c3Cl)CC2)c1	54	-4	-4	1	-1.0	-2	-54	1	-1	5
CN(C(=O)COc1ccc(C(C)(C)C)cc1)C1CCS(=O)(=O)C1 (configuration not stated)	-8	-2	-1	29	-2.5	.	8	.	-4	-14
COc1ccccc1NC(=O)CSc1nnc(-c2ccoc2C)n1CCc1ccccc1	17	.	-3	5	-1.0	3	-17	11	.	-16
COc1ccc(Oc2ccccc2C#N)cc1	-6	-3	-2	-6	-2.4	2	6	-6	11	6
O=C(COc1ccc2ccccc2c1)NNC(=O)[C@@H]1CCCC[C@@H]1C(=O)O	-4	-2	0	14	.	-1	4	-2	5	-9
O=C(CCCN1C(=O)/C(=C/c2ccccc2)SC1=S)NCCCn1ccnc1	3	0	-3	2	-1.2	5	-3	21	-9	13
COc1ccc(-c2cc(C(=O)Nc3ccc(C(N)=O)cc3)c3ccccc3n2)cc1	.	-3	37*	2	-3.3	0	.	-22	.	-9
Cc1cccc(C)c1NC(=S)NC(=O)c1ccc(Br)o1	29	-20	-5	-44	.	1	-29	2	-12	-10
CC1CCC/C(=N/Nc2ccc([N+](=O)[O-])cc2[N+](=O)[O-])C1 (configuration not stated)	-7	-1	1	-3	-1.2	-13	7	9	-6	1
O=C(Cc1n[nH]c(=O)c2ccccc12)N1CCN(S(=O)(=O)c2ccc(F)c(Cl)c2)CC1	-20	-1	-2	2	-0.6	7	20	-5	-4	2
COc1ccc(COC(=O)NNC(=O)c2ccccc2Cl)cc1	12	2	7	20	1.4	-3	-12	9	1	7
CC(C)C(C)NC(=O)COC(=O)c1cccc(C(=O)OCC(=O)NC(C)C(C)C)n1 (configuration not stated)	-6	-11	-7	20	-4.5	-11	6	9	-14	-11
COc1ccc(-c2nc(CS(=O)CC(=O)NC3CCCCC3)c(C)o2)cc1OC (configuration not stated)	33	4	-10	-35	-2.3	.	-33	4	13	-6
Cc1cc(NS(=O)(=O)c2ccc(NC(=S)NC(=O)c3ccccc3)cc2)no1	-3	-2	0	11	0.2	0	3	5	-1	4
COc1ccccc1CNS(=O)(=O)c1ccc(NC(C)=O)cc1	-6	.	-2	-12	-1.8	-1	6	-1	-8	-9
COc1ccc(-c2nn(C)c3sc(C(=O)N4CCOCC4)cc23)cc1OC	6	-6	0	-13	-2.7	.	-6	20	2	8
CCOC(=O)C1(Cc2cccc(OC)c2)CCCN(S(=O)(=O)CC)C1 (configuration not stated)	-1	-1	2	2	-1.0	-1	1	-1	.	-18
COc1ccc(-c2cn3nc(SCC(=O)NCC4CCCO4)ccc3n2)cc1 (configuration not stated)	4	-4	-5	-8	-3.2	-6	-4	i	17	-6
O=C1C(=O)N(c2ccccn2)C(c2ccc(Br)cc2)/C1=C(/O)c1ccc(Br)cc1 (configuration not stated)	-9	3	-7	5	-1.2	3	9	-1	35	-3
COC(=O)[C@@H](NC(=O)N1CCN(C(=O)C2COc3ccccc3O2)CC1)C(C)C (some centres not stated)	-5	-3	1	-5	-2.1	0	5	-5	0	-17
COc1ccc(C/C(N)=N/OC(=O)Cc2ccc(OC)c(OC)c2)cc1	31	-6	-7	-2	-1.9	-3	-31	-6	-8	-17
CSc1nc(N)c(NC(=O)c2ccc(Br)o2)c(=O)[nH]1	1	8	-1	6	-0.7	0	-1	3	-2	-13
CCN1CCN(c2cc(C)c3cc(NC(=O)c4ccc(OC)c(OC)c4)ccc3n2)CC1	63	.	-1	-24	2.7	.	-63	-3	-4	-11
CN=C(Nc1cc(C)nn1CCC#N)c1ccccc1	11	0	-2	-16	-1.6	-3	-11	28	-13	5
Clc1ccc(-c2cccs2)nn1	-1	6	4	-11	-1.1	-2	1	6	1	11
CCOc1ccccc1C1C(C#N)=C(N)Oc2cc(C)n(Cc3ccccn3)c(=O)c21 (configuration not stated)	-14	-2	-3	.	-2.7	-2	14	.	.	9
O=C(Nc1ncc2c(n1)-c1ccccc1CC2)C1CC1	-16	6	-9	16	-5.0	-3	16	-6	-24	8
COc1ccc(-n2ccnc2SCC(=O)Nc2cc(C)on2)cc1	-15	-1	2	20	-1.2	-3	15	-11	-4	-15
CN(C)CCCNc1ccc(S(N)(=O)=O)cc1[N+](=O)[O-]	-20	-2	4	-13	-2.8	2	20	-1	0	-6
C=CCNC(=O)c1ccccc1SCc1c(C)noc1C	0	.	2	-6	-0.5	-6	0	-2	1	-8
O=C(CNC(=O)c1ccco1)NNC(=O)c1n[nH]c(=O)c2ccccc12	-52	3	-7	1	0.5	0	52	-4	-5	-9
Cc1c(NC(=O)C(C)Sc2nccn2C)c(=O)n(-c2ccccc2)n1C (configuration not stated)	-22	-4	0	-4	-0.3	-3	22	-1	.	-14
CN(C(=O)COc1nnc(-c2cccs2)c(-c2cccs2)n1)c1ccccc1	7	.	-16	-15	-1.5	6	-7	-2	3	-9
CC(C)(CN1CCc2ccccc2C1)NS(=O)(=O)c1ccc(Cl)cc1	21	1	-2	-27	1.0	.	-21	-2	4	-11
COc1ccc(C(NCC(=O)Nc2c(C)cccc2C)c2ccccc2)cc1 (configuration not stated)	1	-2	-4	-13	-0.2	0	-1	-14	-3	-12
O=C(/C=C/C(Cl)(Cl)Cl)Nc1ccc(Cl)cc1	9	-7	-2	-3	-2.8	0	-9	-3	.	-11
O=C(CSc1ncn[nH]1)NC1CCCc2ccccc21 (configuration not stated)	-18	-1	1	-29	.	-2	18	2	-4	-17
COc1ccccc1OCC(=O)Nc1ccccc1C(=O)NC1CC1	-16	-2	0	-4	-1.6	0	16	27	-6	9

# Continued.
molecule	SR-BI HDL uptake	CAL PDZ FP-1	dFosB act	PfHsp90 set2	CAL PDZ FP-2	NSD2 inh	SR-BI DiI-HDL act	Rtt109 Vps75	MITF act	PvdQ acylase
COc1ccccc1NC(=O)NCC(=O)Nc1c(C)cccc1C	6	-1	-5	0	-0.3	-8	-6	0	19	6
O=C1CC(c2cccc(Cl)c2)CC(O)=C1C=Nc1ccccc1 (configuration not stated)	17	-4	-3	-20	0.8	-4	-17	3	-16	-10
CCOC(=O)c1cc2c(C)n(-c3ccc(OCC)cc3)c(C)c2cc(C(=O)OCC)c1=O	17	-1	-8	12	-2.1	1	-17	8	4	-11
CCn1c2ccccc2c2cc(NC(=O)C(=O)N3CCOCC3)ccc21	43	-3	-6	-19	-0.2	0	-43	9	70	-1
COc1cc(N)c(Cl)cc1C(=O)OC(C)C(=O)Nc1cccc(S(=O)(=O)N2CCOCC2)c1 (configuration not stated)	28	-2	6	6	-1.3	-3	-28	.	2	7
O=C(NC(NC(=S)Nc1c(Cl)cc(Cl)cc1Cl)C(Cl)(Cl)Cl)OCc1ccccc1 (configuration not stated)	33	10	-12	.	-1.1	-2	-33	-5	-9	-3
CCCC1C(C#N)=C(N)Oc2cc(C)n(C)c(=O)c21 (configuration not stated)	-4	-2	2	.	.	3	4	-15	.	6
CCN(Cc1nc2cc(Cl)ccc2c(=O)[nH]1)C(=O)c1cccc(OCc2c(C)noc2C)c1	16	-1	-25	4	-4.0	4	-16	-8	7	-8
CCOc1ccccc1/C=N/NC(=O)c1nnn(-c2nonc2N)c1CN1CCC(C)CC1	-5	-2	6	-17	-1.6	83*	5	0	22	-2
CC1(C)CC(=O)CC(C)(C)N1OC(=O)c1ccco1	-41	-3	-12	-9	-0.5	-1	41	-7	1	-15
Cc1ccc(N2CCN(S(=O)(=O)N(C)C)CC2)cc1Cl	-8	0	-3	-2	-0.7	4	8	3	.	3
COc1ccc(CCNC(=O)c2cc(CC(C)C)on2)cc1OC	6	.	-9	4	-1.4	.	-6	5	-5	-14
CC(C)(C)C(=O)NNC(=O)c1cnccn1	.	-2	0	19	-1.9	-3	.	-5	-17	-7
CCOC(=O)n1c(=O)n(Cc2cccc(F)c2)c2ccccc21	-4	-3	-7	-4	-1.2	-1	4	-4	3	-6
Cc1nn(C(=O)CCC(=O)NCCc2ccccc2)c2ccccc12	-7	-8	-4	23	-1.9	-5	7	-12	5	-16
COc1ccccc1CNS(=O)(=O)N(C)C	9	1	3	18	-2.6	.	-9	3	1	-4
CC(C)C(=O)Nc1ccc2c(c1)nc(CCN1CCN(C)CC1)n2C	-3	.	-6	8	0.3	-7	3	-1	-6	0
